# Mcl1-Bid inh: disrupts binding of human Mcl-1 to Bid peptide; Q07820; TR-FRET Mcl-1/Bid-Dy647 peptide binding, 1536-well; inhibition, % at 21.7 µM; 0.97% of 220,000 active;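 active = compounds that cut the binding signal by more than half at the single screening dose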;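 note: His-tagged Mcl-1 with europium anti-His antibody binding Bid BH3 peptide; 0% = Mcl-1 plus peptide wells and 100% = peptide-only wells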
# Bim-Bcl-B: disrupts Bim peptide binding to human Bcl-B; bead-based flow cytometry; Q9HD36; inhibition, % at 10 µM; 0.073% of 190,000 active;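 note: 0% = tracer peptide without compound and 100% = reference inhibitor peptide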
# Bcl-W Bim block: inhibitors of Bim-Bcl-W interaction, human; 0.02% of 190,000 active; inhibition, % at 10 µM; bead-based flow cytometry, Bim peptide-Bcl-W binding; Q92843;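 note: 0% = bound tracer without compound and 100% = peptide blocker; higher means less fluorescent Bim peptide bound to Bcl-W beads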
# Target sequence (Q92843 whole entry, looked up): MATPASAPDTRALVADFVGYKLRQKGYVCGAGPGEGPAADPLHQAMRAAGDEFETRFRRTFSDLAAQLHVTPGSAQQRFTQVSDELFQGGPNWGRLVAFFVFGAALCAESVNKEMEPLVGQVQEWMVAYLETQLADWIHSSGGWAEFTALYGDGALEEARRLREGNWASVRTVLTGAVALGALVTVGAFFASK
# RGS7-Gao: regulators of human RGS7-Galphao interaction | Multiplexed bead flow cytometry, RGS7-Galphao binding; actives lie on both sides | P09471 | 0.35% of 220,000 active | binding response (% of control), % at 10 µM | AID 1439; in the data active = binding response below about 49% or above about 150%; inconclusive = no clear call, values can overlap the other calls; inactive = in between;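 note: fluorescent Galphao held in activated GDP-AlF4 state binding bead-coupled RGS7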
# Target sequence (P09471 whole entry, looked up): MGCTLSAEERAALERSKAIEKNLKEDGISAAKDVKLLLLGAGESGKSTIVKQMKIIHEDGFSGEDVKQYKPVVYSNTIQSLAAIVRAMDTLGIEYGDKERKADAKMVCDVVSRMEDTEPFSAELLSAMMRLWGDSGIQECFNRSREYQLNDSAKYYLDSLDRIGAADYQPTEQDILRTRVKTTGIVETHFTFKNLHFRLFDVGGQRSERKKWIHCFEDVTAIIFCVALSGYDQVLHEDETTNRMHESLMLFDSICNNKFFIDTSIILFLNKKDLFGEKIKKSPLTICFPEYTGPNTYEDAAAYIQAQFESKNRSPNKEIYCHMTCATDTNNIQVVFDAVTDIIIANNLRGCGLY
# RGS8-Gao reg: modulates binding of RGS8 to human Galphao; multiplexed bead flow cytometry; actives lie on both sides; response (percent of control binding), % at 10 µM; 0.34% of 220,000 active; in the data active = response below about 60% or above about 140%; inactive = in between;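 note: Galphao activated as the GDP aluminium fluoride complex binding bead-coupled RGS8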
# Bfl-1 Bim block: disrupts Bim binding to human Bfl-1; Q16548; Bead-based flow cytometry, Bim-Bfl-1 binding inhibition; inhibition, % at 10 µM; 0.12% of 190,000 active; AID 1008;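 note: 0% = wells without compound plus tracer and 100% = blocker peptide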
# GSH bead fluor: compound fluoresces at 488/530 nm on GSH beads; fluorescence (KMESF) at 10 µM; 0.25% of 190,000 active; AID 1776; GSH beads flow cytometry, compound fluorescence 488/530 nm; hits give high values; in the data active = fluorescence above about 89;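 note: glutathione beads carrying GST-tagged Bcl family fusion proteins plus one bare bead set; values are compound well signal with DMSO vehicle wells as background; inactives centre near 16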
# Bcl-XL Bim block: disrupts Bim peptide binding to human Bcl-XL. AID 1007. 0.04% of 190,000 active. Q07817. bead flow cytometry, fluorescence. inhibition, % at 10 µM
# Target sequence (Q07817 whole entry, looked up): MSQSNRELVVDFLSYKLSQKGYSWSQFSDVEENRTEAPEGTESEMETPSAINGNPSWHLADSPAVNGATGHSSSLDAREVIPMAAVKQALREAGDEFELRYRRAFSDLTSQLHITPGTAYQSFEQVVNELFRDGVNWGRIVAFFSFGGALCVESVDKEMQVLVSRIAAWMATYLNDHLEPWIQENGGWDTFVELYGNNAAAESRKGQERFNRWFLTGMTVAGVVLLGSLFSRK
# Bcl-2 Bim block: disrupts Bim peptide binding to human Bcl-2. Bead-based flow cytometry, Bim peptide-Bcl-2 binding. AID 950. 0.06% of 190,000 active. inhibition, % at 10 µM; in the data active = inhibition above about 40%; inconclusive = no clear call, values can overlap the other calls;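 note: 0% = no compound wells with probe peptide and 100% = reference peptide inhibitor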
# Target sequence (P10415 whole entry, looked up): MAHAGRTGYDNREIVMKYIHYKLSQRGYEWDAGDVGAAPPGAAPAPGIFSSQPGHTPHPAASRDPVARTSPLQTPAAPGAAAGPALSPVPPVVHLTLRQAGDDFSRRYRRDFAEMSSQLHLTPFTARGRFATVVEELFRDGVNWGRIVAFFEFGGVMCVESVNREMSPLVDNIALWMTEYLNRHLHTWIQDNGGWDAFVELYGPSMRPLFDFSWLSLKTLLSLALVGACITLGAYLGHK
# RGS4-Gao reg: human RGS4-Galphao interaction regulation; P09471; Multiplexed bead flow cytometry, RGS4-Galphao binding; actives lie on both sides; binding response (% of control), % at 10 µM; 0.33% of 220,000 active; in the data active = binding response below about 49% or above about 150%; inactive = in between;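 note: fluorescent Galphao activated with aluminum fluoride binding bead-coupled RGS4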
# Mcl-1 Bim block: disrupts Bim peptide binding to human Mcl-1; Q07820; AID 1009; 0.1% of 190,000 active; inhibition, % at 10 µM; Bead-based flow cytometry, Bim peptide-Mcl-1 binding;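 note: 0% = no compound tracer wells and 100% = peptide blocker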
# * marks the source's active call; other numbers are inactive results; ? = inconclusive. Cut-off read from the data, not from the text of the source, unless noted: active = inhibition above about 40%.
SMILES,Mcl1-Bid inh,Bim-Bcl-B,Bcl-W Bim block,RGS7-Gao,RGS8-Gao reg,Bfl-1 Bim block,GSH bead fluor,Bcl-XL Bim block,Bcl-2 Bim block,RGS4-Gao reg,Mcl-1 Bim block
NS(=O)(=O)c1ccc(CCNC(=O)CCC2COc3ccccc3O2)cc1 (stereo not drawn),-11,-8,-3,99,101,-17,20,-14,-9,100,-6
Cn1c(=O)[nH]c(=O)c2c1nc(N1CCCCCC1)n2CCOc1ccccc1,-55,-7,0,101,101,-7,11,-5,-6,98,-3
O=C(COC(=O)c1cccnc1Nc1cccc(C(F)(F)F)c1)NC1CCS(=O)(=O)C1 (stereo not drawn),-29,-10,-7,103,98,-13,17,-10,-9,96,-2
COc1cc(OC)cc(C(=O)n2cnnc2N)c1,-9,-5,0,98,101,-11,38,-1,-8,104,-1
Cc1nc(SCc2ccc(C(=O)O)cc2)nc2c1CCCC2,-3,-3,0,55,76,-3,14,0,0,63,0
O=C(/C=C/c1ccco1)NC(=S)Nc1ccc(O)c(-c2nc3ccccc3s2)c1,59*,-15,-6,89,96,-12,18,-12,-1,95,-6
Cc1nnsc1S(=O)(=O)Cc1ccccc1Cl,-11,-2,0,98,101,-3,26,-2,-4,101,0
O=C1CC(c2ccccc2)CC(O)=C1C=NC1CCCCC1 (stereo not drawn),-10,-8,1,100,103,-10,28,2,-8,102,1
Cc1nn(-c2ccccc2)c(N2CCCC2)c1/C=N/NC(=S)Nc1cc(C(F)(F)F)ccc1Cl,-55,-4,-4,102,101,-5,12,-6,-5,101,-5
CCOC(=O)N1CCN(c2nc3c(c(=O)[nH]c(=O)n3C)n2Cc2ccccc2Cl)CC1,-21,2,-2,103,100,-4,19,0,0,104,0
Cc1ccc2c(C)c(C(=O)Nc3ccc(S(N)(=O)=O)cc3)oc2c1C,-1,0,0,?,102,1,11,0,2,102,5
Cc1ccc(C)c(/C(O)=C2\C(=O)C(=O)N(Cc3cccnc3)C2c2cccnc2)c1 (stereo not drawn),-16,-2,-2,105,97,-3,18,-2,-3,95,0
CC(C)(C)c1cc(NC(=O)CCSc2nnc3ccccn23)cc(C(C)(C)C)c1,-14,-8,-2,98,105,-3,19,-4,-1,102,-3
CCC(C)n1c(=N)c(C#N)cc2c(=O)n3cccc(C)c3nc21 (stereo not drawn),-3,-8,-1,101,101,-2,12,-4,-3,104,-2
CC(=O)Oc1ccc(/C=C2\N=C(C3CCCCC3)OC2=O)cc1,-14,-2,-2,98,99,4,67,-3,-1,102,-3
COc1cccc(C(=O)NC(=S)Nc2ccc(Cl)c(C(=O)O)c2)c1,-32,-1,-2,99,101,-2,14,-4,-2,99,-2
O=C(CCc1nc2ccccc2[nH]1)Nc1ccc(F)cc1,-55,-7,3,97,100,-11,45,-3,-9,100,-1
CCc1[nH]c(=S)c(C#N)c(-c2ccccc2)c1C(=O)OC,-90,-25,1,95,89,7,10,-2,1,87,-3
O=C(c1ccc(CSc2ccccc2)cc1)N1CCN(c2ccccc2)CC1,-10,-1,0,101,105,-5,13,-2,0,109,0
Cc1cnc(NC(=O)c2ccc(-c3nc4ccccc4s3)o2)s1,5,-7,3,82,89,-9,14,0,-5,83,1
CCCCCCNCC1OCc2ccccc2CO1,-8,-6,-4,97,101,-2,13,-4,-5,101,-6
Cc1cc(C)c2[nH]c(=O)c(C(c3nnnn3C(C)(C)C)N(Cc3ccco3)CC3CCCO3)cc2c1 (stereo not drawn),-26,-9,-2,108,102,-13,31,-3,-9,106,-3
c1ccc(CCC2CCCCN2Cc2cn[nH]c2-c2cc3ccccc3o2)nc1 (stereo not drawn),-32,-11,-4,103,100,-6,15,-4,-5,100,-4
N#C/C(C(=O)N1CCOCC1)=C1/SC(Cc2ccccc2Cl)C(=O)N1c1ccccc1 (stereo not drawn),-2,-10,-2,98,103,0,25,-2,2,96,-4
CN1C(=O)/C(=N/OC(=O)c2ccccc2Br)c2ccccc21,7,0,0,87,90,2,12,-2,-3,94,-1

# Laid out differently: 5 of the compounds above
Structure | Mcl1-Bid inh | Bim-Bcl-B | Bcl-W Bim block | RGS7-Gao | RGS8-Gao reg | Bfl-1 Bim block | GSH bead fluor | Bcl-XL Bim block | Bcl-2 Bim block | RGS4-Gao reg | Mcl-1 Bim block
CCc1[nH]c(=S)c(C#N)c(-c2ccccc2)c1C(=O)OC | -90 | -25 | 1 | 95 | 89 | 7 | 10 | -2 | 1 | 87 | -3
O=C(c1ccc(CSc2ccccc2)cc1)N1CCN(c2ccccc2)CC1 | -10 | -1 | 0 | 101 | 105 | -5 | 13 | -2 | 0 | 109 | 0
Cc1cnc(NC(=O)c2ccc(-c3nc4ccccc4s3)o2)s1 | 5 | -7 | 3 | 82 | 89 | -9 | 14 | 0 | -5 | 83 | 1
CCCCCCNCC1OCc2ccccc2CO1 | -8 | -6 | -4 | 97 | 101 | -2 | 13 | -4 | -5 | 101 | -6
Cc1cc(C)c2[nH]c(=O)c(C(c3nnnn3C(C)(C)C)N(Cc3ccco3)CC3CCCO3)cc2c1 (stereo not drawn) | -26 | -9 | -2 | 108 | 102 | -13 | 31 | -3 | -9 | 106 | -3

# Later entries
SMILES,Mcl1-Bid inh,Bim-Bcl-B,Bcl-W Bim block,RGS7-Gao,RGS8-Gao reg,Bfl-1 Bim block,GSH bead fluor,Bcl-XL Bim block,Bcl-2 Bim block,RGS4-Gao reg,Mcl-1 Bim block
Cc1ccc(-c2csc(C3=C(O)CN(NC(=O)c4ccc([N+](=O)[O-])cc4)C3=N)n2)cc1,10,0,0,87,100,-5,14,1,-2,98,2
CC(=O)Nc1ccc(S(=O)(=O)N2CCN(C(=O)CCC3CCCC3)CC2)cc1,40,-9,-4,102,101,-10,13,-7,-8,104,-2
O=c1[nH]c2ccccc2n1Cc1ccc(Cl)cc1,2,-9,1,97,98,-9,50,-3,-3,95,0
Cc1ccc(NC(=O)c2c(C(F)(F)F)nn(C)c2SCc2ccc(Cl)cc2)cc1C,3,-6,2,102,101,-8,16,-1,-3,101,1
O=C(c1ccc(S(=O)(=O)N2CCOCC2)cc1)N(Cc1ccco1)Cc1cccs1,-9,-10,-2,97,99,-21,28,-13,-12,98,-5
COc1ccc(Cl)cc1N(CC(=O)Nc1ccc2c(c1)OCCO2)S(C)(=O)=O,-1,-1,-5,104,110,-6,24,-6,-4,107,-4
COc1ccc(S(=O)(=O)N(n2c(C)nnc2-n2nc(C)cc2C)S(=O)(=O)c2ccc(OC)cc2)cc1,39,-3,0,91,92,1,16,-4,1,88,0
COC(=O)c1sc(=S)n(-c2ccccc2)c1N,-38,-19,4,118,88,6,16,0,-2,96,1
Cc1cc(N2C(=O)CC(N3CCN(c4ccc(C(=O)c5cccs5)cc4)CC3)C2=O)no1 (stereo not drawn),-6,-9,2,104,101,-9,35,4,-4,105,1
CC1(C)Cc2c(sc3c4nnnn4c4nnnn4c23)CO1,42,-7,7,97,107,-5,41,2,-6,98,0
CNC(=S)Nc1cccc2[nH]ncc12,-36,0,0,98,102,-2,18,0,-2,96,0
CCn1c(=O)c(=O)n(CC)c2cc(S(=O)(=O)N3CCc4ccccc43)ccc21,-5,-3,0,97,99,-9,25,0,-4,100,2
O=C(Nc1ccc(Cc2ccncc2)cc1)C1CCC(N2C(=O)C3CCCCC3C2=O)CC1 (stereo not drawn),-3,-4,-4,96,96,2,14,-2,-1,92,-2
O=C(CSc1nnc2c(Cl)cc(Cl)cn12)NC1CCS(=O)(=O)C1 (stereo not drawn),-7,-1,-2,100,100,-2,13,-3,-4,99,-1
Cc1cc(C)cc(NC(=S)NCc2cccn2C)c1,-78,-3,-2,100,105,-2,14,-6,0,105,0
COc1ccc(-c2cc(C(F)F)n3ncc(C(=O)N4CCCCC4)c3n2)cc1,-8,2,1,102,103,-1,18,1,0,104,1
CC(=O)Nc1ccc(Nc2nc3c(S(=O)(=O)c4ccc(C)c(C)c4)nnn3c3ccccc23)cc1,-5,-4,-5,99,102,-5,13,-4,0,98,-4
COc1ccc(NC(=O)COC(=O)Cn2c(C)nc3ccccc32)cc1OC,-7,-5,-5,108,106,0,20,-1,-2,106,1
CCCc1nnc(SCC(=O)N2CCCCC2)n1CC1CCCO1 (stereo not drawn),-7,9,8,103,100,8,31,12,7,101,12
CC(C)(C)P(=O)(CO)c1ccccc1 (stereo not drawn),-11,-1,-2,106,131,6,4,0,5,105,2
CCOC(=O)/C(C#N)=C/C1=C(N2CCCC2)CC(C)(CC)OC1 (stereo not drawn),-17,-8,0,99,103,-14,13,-8,-7,102,0
Cc1cc(-c2ccccc2)nc(N/N=C/c2ccco2)n1,-32,-1,0,95,96,1,14,0,-1,99,-1
Cc1ccc(SCc2cc(=O)[nH]c(/N=C(\N)Nc3ccccc3Sc3ccccc3)n2)cc1,19,-10,-6,104,103,-11,21,-12,-10,101,-6
Cc1cc(C)cc(C(=O)n2cnnc2N)c1,-25,-3,-1,100,107,-2,30,0,0,105,-5
NS(=O)(=O)c1ccc(CCNC(=O)c2ccc(S(=O)(=O)N3CCCCC3)cc2)cc1,-4,-3,-1,99,101,0,12,-4,-4,101,0

# Next part
SMILES,Mcl1-Bid inh,Bim-Bcl-B,Bcl-W Bim block,RGS7-Gao,RGS8-Gao reg,Bfl-1 Bim block,GSH bead fluor,Bcl-XL Bim block,Bcl-2 Bim block,RGS4-Gao reg,Mcl-1 Bim block
CCN(CC)c1nc(Oc2ccc(C(=O)OC)cc2)nc(N2CCOCC2)n1,-17,-4,0,?,100,-5,11,-4,0,101,-1
Cc1nn(Cc2ccccc2)c(=O)c2nn(-c3ccc(Cl)cc3)c(C)c12,-10,-2,-2,101,99,-4,7,-2,0,101,0
O=C(c1ccccc1)N1CC(COc2ccccc2)OC(c2ccco2)O1 (stereo not drawn),-2,-6,0,102,104,-9,13,-3,-7,103,0
COc1cc2c(=O)n(Cc3ccccc3)c(=O)n(CC(=O)NCc3ccco3)c2cc1OC,52*,-5,-4,97,100,-1,15,0,-2,99,0
CCOc1ccc(C2CC(c3ccc(OC)cc3)n3ncnc3N2)cc1 (stereo not drawn),-6,-4,0,95,101,-8,16,0,-2,100,0
O=C(CCSc1nnnn1-c1ccccc1)N1CCOCC1,-5,-8,0,99,98,-11,33,3,-4,99,1
COc1ccc2c(c1)CCc1c(C(=O)NCc3ccc(F)cc3)noc1-2,-21,-4,0,101,103,-10,16,-4,-8,101,0
COc1ccc(Cc2noc(-c3ccccc3)n2)cc1OC,-32,-5,-4,103,103,-10,12,-6,-4,105,-2
CCOC(=O)c1sc(NC(=O)CSc2ccccn2)c(C#N)c1C,17,-8,0,96,100,-13,27,-11,-7,94,5
CC(=O)C(Sc1ncnc2c1nnn2-c1ccc(F)cc1)C(=O)N(C)C (stereo not drawn),-53,-17,5,103,85,16,15,-3,0,100,-2
C[C@@H]1CC[C@]2(O[C@@H](CCO)C[C@H](O)[C@H]2O)O1,1,-5,-5,103,99,0,19,-2,3,97,-1
COCC(=O)Nc1c(C(=O)Nc2cccc(OC)c2)oc2ccccc12,-6,-2,-4,98,99,-3,20,-1,-5,98,-2
Cc1ccc(C)c(S(=O)(=O)N2CCNCC2)c1,-14,-1,0,?,99,-5,16,-1,-4,102,0
CC(C)(C)C(=O)Cn1ncc(N2CCOCC2)c(Br)c1=O,-17,-1,0,132,113,-5,13,0,-1,118,0
Cc1ccc(CNS(=O)(=O)c2ccc3c(c2)OCCO3)cc1,-2,-4,-1,102,105,-1,8,-3,0,103,-3
Cc1cc(Br)cc(C)c1NC(=S)NC(=O)CC(C)C,-40,-2,0,101,99,1,33,1,3,98,-1
O=C(Nc1ccc2c(c1)C(=O)N(C1CCCCC1)C2=O)C1CCCO1 (stereo not drawn),-2,-1,0,93,96,0,12,0,-4,97,-4

# High-throughput results deposited in PubChem by several laboratories.

# Compounds as they come; about 1.8% have a hit in one of these screens.
